High-throughput results (PubChem BioAssay)
AID inh: activation induced cytidine deaminase inhibition; Q9GZX7; AID deamination FRET fluorescence, UDG-coupled, 4 h; Potency, µM (highest dose often 115 µM), for inactives: at the highest dose activity change, negative = inhibition, hits mostly inhibitors; 91,000 compounds, 0.32% hits; AID 1347428; note: nearly all actives have a fitted effect of over 25% in size
Target sequence (Q9GZX7 whole entry, looked up): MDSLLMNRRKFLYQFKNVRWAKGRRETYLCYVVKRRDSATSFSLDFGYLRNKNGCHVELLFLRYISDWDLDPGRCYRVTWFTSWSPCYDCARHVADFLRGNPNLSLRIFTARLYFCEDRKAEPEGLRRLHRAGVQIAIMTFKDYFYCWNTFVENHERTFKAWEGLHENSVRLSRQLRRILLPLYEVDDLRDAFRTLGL
UDG counterscr: blocks uracil-DNA glycosylase in AID counter-screen. Potency, µM (titrated, usually from 115 µM), without a hit: at the highest dose activity change, negative = inhibition, hits mostly inhibitors. 91,000 compounds, 0.14% hits. FRET deamination/UDG coupled assay, UDG read, 4 h. AID 1347430; note: nearly all actives have a fitted effect of over 65% in size
Numbers without * were called inactive; ? = inconclusive; [ ] = remark or other dose. Calls come from the whole dose curve; as a rule, active = well fitted curve in the direction sought with a large enough effect; inconclusive = small, poorly fitted or top-dose-only effect, or another doubt; inactive = no such curve, though single readings can be large; an effect the other way counts as inactive or inconclusive. % is set by controls: 0 for no effect and ±100 for the full control effect; potency is the fitted concentration of half-maximal effect. A portion of the library (hit frequency here may not be typical).

Order of results: AID inh, UDG counterscr
O=C(O)C(c1c[nH]c2cc(OCc3ccccc3)ccc12)N1CCN(Cc2ccccc2)CC1 (stereo not drawn)
→ 4%, 1%
N#Cc1ccc(C(=O)Nc2cc3nn(-c4ccccc4)nc3cc2Cl)c(F)c1
→ 111%[activator], 19%
COc1ccc(-c2noc(C(C)NC(=O)c3ccco3)n2)cc1 (stereo not drawn)
→ 2%, -6%
CCNC(=O)c1ccccc1SCC
→ 12%, 2%
C/C(=N/Nc1ccc(S(=O)(=O)Nc2ccc(C)cc2C)cc1[N+](=O)[O-])c1ccc(C)c([N+](=O)[O-])c1
→ -7%, -6%
O=S(=O)(c1ccc(Br)cc1)N1CCn2cccc2C1c1ccc(Br)cc1 (stereo not drawn)
→ -22%, -20%[57.5 µM]
Cc1cccc(CNC(=O)Cn2ccc3cc(S(=O)(=O)N4CCCC4)ccc32)c1
→ -3%, -6%[57.5 µM]
COc1cccc(CNC(=O)COc2cc(=O)n(C)c3ccccc23)c1
→ 0%, -9%
C(=C\c1ccccc1)/CN(C/C=C/c1ccccc1)CC1CCCO1 (stereo not drawn)
→ -13%, -14%
CC(Nc1ccc2oc(C(C)(C)C)nc2c1)C(=O)N1CCNC1=O (stereo not drawn)
→ 11%, 3%
Cc1ccc(C)c(CN2CCC(CNC(=O)Nc3ccc(Br)cc3F)CC2)c1
→ ?, -24%
COCCn1c(C)c(C)c(S(=O)(=O)c2ccc(F)cc2)c1NC(=O)c1cccs1
→ 11%, -1%
COC(=O)c1cc(C)nc2c1c(=O)nc(SCc1c(C)cc(C)cc1C)n2C1CC1
→ ?, ?
CCc1ccc(CNC(=O)C(C)n2ccc3cc(S(=O)(=O)N4CCCCCC4)ccc32)cc1 (stereo not drawn)
→ -15%, -19%
COc1ccc(-c2cc(C(=O)Nc3sc4c(c3C(N)=O)CCCC4)no2)cc1
→ 42%[activator], 5%
CCc1cccc(NC(=O)Cn2nc(C)c3sc4ccccc4c3c2=O)c1
→ 9%, 9%
CCn1c2ccccc2c2cc(NC(=O)COc3cc(C)ccc3C)ccc21
→ 26%, ?
COc1cccc(N2CCN(C(=O)c3cn(-c4ccccc4)nc3-c3cccnc3)CC2)c1
→ -23%, -1%
N#C/C(=C\c1cccc([N+](=O)[O-])c1)c1ccc([N+](=O)[O-])cc1
→ -4%, 3%
CC1CCc2c(sc(NC(=O)Cn3nnc(-c4ccc(C(F)(F)F)cc4)n3)c2C#N)C1 (stereo not drawn)
→ -25%, 0%
CCCNC(=O)c1cc(C)nc2ccc(C)cc12
→ 0%, -1%
CCS(=O)(=O)N1CCC(C(=O)Nc2ccc(Oc3ccccc3OC)cc2)CC1
→ -3%, -11%
CC(=O)Oc1ccc2cc(-c3ccccc3)c(=O)oc2c1
→ 4%, 2%
COC(=O)c1ccn(Cc2cccc(Cl)c2)n1
→ -1%, 5%
CCOc1ccc(NC(=O)Cn2c(=O)n(Cc3ccco3)c(=O)c3ccc(C(=O)NC4CCCC4)cc32)cc1
→ 21%, 7%
Cc1ccc(NC(=O)CN(c2ccc(C)cc2)S(=O)(=O)c2cccc3nonc23)cc1
→ -21%, -7%
O=c1oc2cc(O)ccc2cc1-c1nnc(Nc2ccccc2Cl)s1
→ -17%, -4%
COc1ccc(C(=O)Oc2ccccc2Cl)cc1
→ 1%, 2%
Cc1nc(NC(C)(C)C)sc1C(=O)Nc1ccccc1
→ -2%, 0%
Cn1cc(S(=O)(=O)c2ccc(Cl)cc2)c(=O)c2cc(F)c(N3CCOCC3)cc21
→ -10%, 15%

In a second layout: entries from further up
> CCCNC(=O)c1cc(C)nc2ccc(C)cc12
  AID inh: 0%; UDG counterscr: -1%
> Cn1cc(S(=O)(=O)c2ccc(Cl)cc2)c(=O)c2cc(F)c(N3CCOCC3)cc21
  AID inh: -10%; UDG counterscr: 15%

More records follow:
Order of results: AID inh, UDG counterscr
Cc1c(Cl)cccc1NC(c1ccc(F)cc1)c1nnc(-c2ccccc2)o1 (stereo not drawn)
→ -25%, ?
COc1cc(C(CC(=O)Nc2cc(C)ccc2C)N2Cc3ccccc3C2=O)cc(OC)c1OC (stereo not drawn)
→ -7%, 5%
Cc1cccc(C(=O)OCC(=O)Nc2ccccc2N2CCCC2=O)c1O
→ 9%, -1%
Cc1ccc(-n2nc3c(=O)n(CC(=O)NCc4ccco4)nc(C)c3c2C)cc1
→ -7%, ?
O=C1CCCC2=C1C(c1cccs1)CC(=O)N2c1ccc(C(F)(F)F)cc1 (stereo not drawn)
→ -13%, -5%
NCc1cccc(NC(=O)c2ccncc2)c1
→ 0%, -2%
O=C1c2ccccc2C(=Cc2ccc(Cl)cc2)c2ccccc21
→ -11%, -14%
COc1ccc(NC(=O)CSc2n[nH]c(-c3ccccc3)n2)cc1Cl
→ -3%, ?
Cc1ccccc1OCCOC(=O)c1ccc2nccnc2c1
→ 19%, -8%
CCc1ccccc1N(CC)C(=O)c1cc2c(s1)-c1ccccc1OC2
→ -19%, 7%
CCCCCCOc1ccc(C(=O)O)cc1Br
→ -18%, 14%
O=C(COc1cccc(Cl)c1)N(Cc1ccco1)c1ccccn1
→ 7%, 7%
CCC(C)C(=O)N1CCCCC1CC (stereo not drawn)
→ -3%, 1%
Cc1c(C)[n+](=O)c(-c2ccc(Cl)cc2)c(C)n1[O-]
→ -8%, 7%
Cc1c(NC(=O)Nc2ccccc2C(F)(F)F)sc2nc3n(c(=O)c12)CCC(C)CC3 (stereo not drawn)
→ -2%, 31%[activator]
CCCNC(=S)Nc1cc(C)cc(C)c1
→ 1%, 10%
Cc1c(C(=O)N2CCCCCC2)c(S(=O)(=O)N(Cc2ccccc2)C(C)(C)C)c(C)n1C
→ -26%, -5%
COc1cc(/C=N/OCc2ccc(Cl)c(Cl)c2)cc(Cl)c1OC
→ -9%, -10%
Cc1ccccc1OC(=O)CSc1nnc(-c2cccs2)o1
→ -5%, 0%
N#Cc1nc(C2CC2)oc1N1CCN(Cc2cccc(F)c2F)CC1
→ -13%, -7%
O=C1CCCC2=C1C(c1ccsc1)CC(=O)N2c1ccc(C(F)(F)F)cc1 (stereo not drawn)
→ -9%, -2%
CSc1cccc(NC(=O)Cn2c3c(c(=O)n2-c2ccccc2)Cc2ccccc2O3)c1
→ 1%, 14%
Cc1ccc(C(=O)N/N=C/c2ccc(Br)s2)cc1
→ -5%, -10%
CCCN(C)Cc1ccc(C(=O)OC)cc1
→ 1%, -6%
CCCc1cc(=O)oc2cc(C)cc(OCC(=O)NC3CC(C)(C)NC(C)(C)C3)c12
→ -21%, -12%
COc1cc(Cl)c(C)cc1NC(=O)CSc1nc2c(c(=O)[nH]1)CCCC2
→ 15%, 11%
O=C(Cn1c(-c2cccs2)cc2ccccc21)N1CCN(c2ccc(F)cc2)CC1
→ 5%, -9%
COc1ccc(-c2nc(Cn3c(SCc4ccccc4F)nc4ccncc43)c(C)o2)cc1OC
→ -27%, -11%
COc1ccc(OC)c(NC(=O)Cn2nc3c(cc2=O)CCCC3)c1
→ 68%[activator], -14%
COC(=O)CC(NC(=O)Cc1c(F)cccc1Cl)c1cccs1 (stereo not drawn)
→ -2%, -1%
O=C1CN(C(=O)c2cccc(Br)c2)C(c2ccccc2)c2cc(Cl)ccc2N1 (stereo not drawn)
→ -11%, -5%
CCOCCCNC(=O)C1CCN(c2nc3ccc(C)cc3[nH]2)CC1
→ -3%, 44%[activator]
FC(F)(F)Oc1ccc2c(c1)NC(c1ccncc1)=NC(c1cccs1)=N2
→ -21%, -17%
COc1ccc(Nc2ccc3cc(S(=O)(=O)N4CCCC4)ccc3n2)cc1Cl
→ ?, -26%[57.5 µM]
O=c1c2c3c(sc2ncn1-c1ccccc1)CCCC3
→ -2%, -5%
O=C(c1ccco1)N1CCN(C(=O)c2cnn(-c3cccc(F)c3)c2C2CCNCC2)CC1
→ 36%[activator], 7%
O=C(Cn1c(=O)oc2cc(S(=O)(=O)N3CCCC3)ccc21)Nc1ccc(F)cc1F
→ 3%, -8%
CCOc1ccc(NC(=O)c2cc(CN3CCCC3)on2)cc1
→ 10%, 0%
COc1ccc(CNc2ncnc3c2c(-c2ccccc2)cn3-c2ccccc2)cc1
→ ?, 0%
CCOC(=O)c1ccc(NC2(c3ccccc3)C(=O)c3ccccc3C2=O)cc1
→ 27%, 0%
CCOc1ccc(CC(=O)NCCc2csc3nc(-c4ccccc4F)nn23)cc1
→ 8%, -17%
CC(=O)c1c(C)[nH]c(C(=O)OC(C)c2nc(-c3ccccc3)no2)c1C (stereo not drawn)
→ -3%, 0%
CCCNC(=O)c1c(NC(=O)c2ccccc2)sc2c1CCC(C(C)(C)C)C2 (stereo not drawn)
→ -8%, -8%
Cc1ccc2c(=O)cc(C(=O)Nc3sc4c(c3C(N)=O)CCCC4)oc2c1
→ 6%[57.5 µM], -5%[57.5 µM]
Cc1cc(OCC(=O)NCCc2nc3ccccc3[nH]2)cc(C)c1Cl
→ -13%, -4%[57.5 µM]
Nc1ncnc2c1ncn2[C@@H]1O[C@H](COP(=O)(O)OP(=O)(O)OP(=O)(O)OP(=O)(O)OC[C@@H]2O[C@H](n3cnc4c(N)ncnc43)[C@@H](O)[C@H]2O)[C@@H](O)[C@H]1O
→ 6%, 2%
O=C(CCCc1nc2ccccc2s1)NC1CCCC1
→ -1%, -6%
O=C(NC1CCCCCC1)c1ccccn1
→ 0%, 0%
COc1ccc(CNC(=O)Cn2c(=O)oc3cc(S(=O)(=O)N4CCCCCC4)ccc32)cc1
→ -2%, -24%
CCN1CCSc2ccc(C(=O)NCc3ccc(OC(C)C)cc3)cc21
→ ?, -12%
CCc1ccccc1NC(=O)CSc1nncn2c1cc1oc(C)cc12
→ 48%[activator], 34%[activator]
CC(=O)NNC(=S)Nc1ccc(C(C)C)cc1
→ -1%, -3%
CCOc1ccc(/C=C/C(N)=O)cc1
→ -10%, -1%
CCOC(=O)c1ccc(NC(=O)c2sc3nc4n(c(=O)c3c2C)CCC4)cc1
→ ?, -17%
O=C(CN1CCCC1c1nc2ccccc2s1)NC(=O)Nc1ccc2c(c1)OCO2 (stereo not drawn)
→ 10%, 0%
CC(=O)N(C)CCCNC(=O)c1nc2ccccc2c(=O)[nH]1
→ -5%, 5%
CCOC(=O)Cn1c(=O)n(C2CCCCC2)c2nc(-c3cccc(F)c3)nc(C(N)=O)c21
→ -22%, 6%
Cn1c(=O)cc(SCC(=O)Nc2cccc(C#N)c2)c2ccc(Cl)cc21
→ 3%, 11%
CCc1nc2ccccc2c(NC(=O)CN(C)C)c1C
→ 3%, 6%
CC1CN(C(=O)Nc2ccc(C(=O)NCCc3ccccc3Cl)cc2)c2ccccc2S1 (stereo not drawn)
→ -5%, 7%

Single entries from above:
Result of CCOc1ccc(/C=C/C(N)=O)cc1 under UDG counterscr: -1%
Result of Nc1ncnc2c1ncn2[C@@H]1O[C@H](COP(=O)(O)OP(=O)(O)OP(=O)(O)OP(=O)(O)OC[C@@H]2O[C@H](n3cnc4c(N)ncnc43)[C@@H](O)[C@H]2O)[C@@H](O)[C@H]1O under UDG counterscr: 2%
Result of O=c1c2c3c(sc2ncn1-c1ccccc1)CCCC3 under UDG counterscr: -5%
Result of O=C(Cn1c(=O)oc2cc(S(=O)(=O)N3CCCC3)ccc21)Nc1ccc(F)cc1F under UDG counterscr: -8%
Result of CC(=O)NNC(=S)Nc1ccc(C(C)C)cc1 under UDG counterscr: -3%
Result of COc1ccc(CNc2ncnc3c2c(-c2ccccc2)cn3-c2ccccc2)cc1 under UDG counterscr: 0%

More results follow.
Order of results: AID inh, UDG counterscr
Cc1ccc(C)c(Nc2nnc(-c3ccc(C)c(S(=O)(=O)N4CCN(C)CC4)c3)c3ccccc23)c1
→ -16%[57.5 µM], -7%[57.5 µM]
Cc1cc(C)c(NS(=O)(=O)c2ccc3c(c2)CC(C)N3C(=O)C2CCC2)c(C)c1 (stereo not drawn)
→ ?, -3%[57.5 µM]
Cc1cccc(CN2CCc3nc(N4CCN(c5ccccn5)CC4)ncc3C2)c1
→ 34%[activator], -9%
O=C(NCCc1ccccc1)c1cc(S(=O)(=O)N2CCCCC2)c[nH]1
→ 5%, -1%
CCn1cc2nc(SCc3cccc(F)c3)n(CCc3ccccc3)c(=O)c2n1
→ ?, -15%
CCOC1OC(COC(C)=O)C(OC(C)=O)C(OC(C)=O)C1NC(C)=O (stereo not drawn)
→ -1%, -3%
Fc1ccccc1NC(=S)NCCc1ccc(C(F)(F)F)cc1
→ -3%, 13%
Cc1ccc2oc(=O)cc(N3CCOCC3)c2c1
→ -3%, -5%
COc1ccc(C(C(=O)Nc2ccc(C(C)C)cc2)N(C)C(=O)Cc2cccs2)cc1 (stereo not drawn)
→ ?, -11%
CCOC(=O)c1ccc(NC(=O)C2(S(=O)(=O)c3ccc(Cl)cc3)CC2)cc1
→ -4%, -5%[57.5 µM]
CCOCCCNC(=O)C1CCCCC1
→ -2%, 0%
COc1ccc(CNC(=O)c2cc(-c3ccc(C)cc3)nc3n[nH]c(-c4ccc(Br)cc4)c23)cc1
→ 6%, ?
O=C(Nc1cc(S(=O)(=O)N2CCCCC2)ccc1N1CCCCC1)c1cc(=O)c2ccccc2o1
→ -8%, 8%
N#Cc1ccc(Oc2ccc(-c3ccc(Oc4ccc(C#N)cc4)cc3)cc2)cc1
→ -4%, -16%
COc1ccccc1CNC(=O)CN1C(=O)CSc2ccc(S(=O)(=O)N3CCCCC3)cc21
→ -18%, -7%
CCOc1ccccc1NC(=O)CCc1c(C)nc2cc(-c3ccccc3)nn2c1C
→ -1%, -4%
O=c1c(=O)n(Cc2c(F)cccc2Cl)ccn1Cc1ccccc1
→ -8%, 3%
C/C(=N/O)c1ccc(-n2cncn2)cc1
→ 2%, 3%
Cc1ccc2nc(/C(C#N)=C/c3ccc(-c4ccc(C(=O)OC(C)C)cc4)o3)[nH]c2c1
→ ?, -11%
Cc1scc(C(=O)NCc2cccnc2)c1C
→ 1%, 2%
